# PME-1 primary: PME-1 (human) inhibition | Q9Y570 | recombinant PME-1, FP-Rh probe fluorescence polarization | inhibition, % at 5.9 µM | 0.53% of 320,000 active | AID 2130;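 active = inhibition above the campaign mean of all compounds plus 3 SD, cut at about 26% in these data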;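 also: competitive labeling of PME-1 active site by serine hydrolase directed probe; 0% = PME-1 with DMSO and 100% = wells lacking PME-1 enzyme; inhibitors block probe labeling so polarization falls and inhibition rises; many of its hits are not listed in these tables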
# Target sequence (Q9Y570 whole entry, looked up): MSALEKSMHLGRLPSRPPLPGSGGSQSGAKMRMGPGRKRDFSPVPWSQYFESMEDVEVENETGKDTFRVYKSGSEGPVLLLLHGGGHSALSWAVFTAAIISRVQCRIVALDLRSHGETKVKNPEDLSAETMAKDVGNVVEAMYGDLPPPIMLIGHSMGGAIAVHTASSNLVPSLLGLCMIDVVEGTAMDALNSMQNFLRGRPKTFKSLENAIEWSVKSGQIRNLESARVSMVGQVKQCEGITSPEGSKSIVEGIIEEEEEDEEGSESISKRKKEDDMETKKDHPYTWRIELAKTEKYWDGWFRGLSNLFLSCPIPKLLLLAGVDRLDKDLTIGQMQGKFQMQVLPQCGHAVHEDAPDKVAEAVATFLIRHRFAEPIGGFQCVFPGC
# MCL1-BIM inh: disrupts human MCL1 binding to BIM-BH3 peptide. Q07820. GST-MCL1 / FITC-Bim-BH3 fluorescence polarization. inhibition, % at 10.9 µM. 0.68% of 320,000 active. AID 2057;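 active = inhibition above the mean inhibition of all tested compounds plus 3 SD, set per campaign, cut at about 40% in these data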;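 also: 0% = DMSO wells and 100% = unlabeled Bim-BH3 peptide control; higher means more loss of mP so more displacement of Bim peptide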
# MEX-5 binding: C. elegans MEX-5 TCR-2 RNA binding activity; Q9XUB2; MEX-5/FITC-TCR2 RNA binding, fluorescence polarization; active compounds read low; activity score (negative = inhibition of binding), % at 10 µM; 0.38% of 300,000 active;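 active = inhibition past about -25% in most replicates, and total fluorescence under double the plate's negative control median, limit read from the data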;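 also: 0% = DMSO and -100% = 5 µM competing unlabeled TCR2 RNA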
# BCLXL inh: blocks human Bcl-xL binding to Bim BH3 peptide; Q07817; GST-Bcl-xL / FITC-Bim BH3 peptide fluorescence polarization; inhibition, % at 10.9 µM; 0.7% of 320,000 active;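 active = inhibition above the mean of all tested compounds plus 3 SD, cutoff set per campaign, cut at about 30% in these data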;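 also: 0% = DMSO wells and 100% = unlabeled Bim-BH3 peptide competitor; inhibitors lower millipolarization by displacing the labeled peptide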
# GRK2 inh: inhibitors of human GRK2 displacing RNA aptamer. inhibition of aptamer binding, % at 10 µM. 0.59% of 330,000 active. AID 488847. bead flow cytometry, FAM-aptamer displacement from GRK2;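 active = inhibition of aptamer binding above 40%, roughly 3 SD of noise, on plates passing a quality check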;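 also: median bead fluorescence of bound FAM aptamer so fluorescent compounds give negative values; no value below 0 was filed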
# Target sequence (P25098 whole entry, looked up): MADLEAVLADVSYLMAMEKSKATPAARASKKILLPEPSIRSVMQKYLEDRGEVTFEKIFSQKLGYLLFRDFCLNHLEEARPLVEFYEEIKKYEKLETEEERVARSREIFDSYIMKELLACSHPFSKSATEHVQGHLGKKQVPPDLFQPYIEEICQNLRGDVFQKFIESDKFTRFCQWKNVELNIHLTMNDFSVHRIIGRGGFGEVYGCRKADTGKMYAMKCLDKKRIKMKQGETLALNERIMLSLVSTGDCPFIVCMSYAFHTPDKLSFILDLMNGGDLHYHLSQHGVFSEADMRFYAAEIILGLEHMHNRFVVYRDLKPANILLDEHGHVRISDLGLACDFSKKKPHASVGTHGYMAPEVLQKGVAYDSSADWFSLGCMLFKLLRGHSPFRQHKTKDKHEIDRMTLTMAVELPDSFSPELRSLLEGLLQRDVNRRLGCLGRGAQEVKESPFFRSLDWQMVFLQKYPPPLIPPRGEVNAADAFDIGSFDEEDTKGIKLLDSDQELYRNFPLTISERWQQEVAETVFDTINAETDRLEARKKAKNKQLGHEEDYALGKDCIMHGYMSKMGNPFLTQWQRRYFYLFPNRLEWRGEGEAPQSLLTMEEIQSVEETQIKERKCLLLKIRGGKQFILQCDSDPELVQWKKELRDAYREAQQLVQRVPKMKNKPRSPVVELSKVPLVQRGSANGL
# GLD-1 RNA inh: GLD-1-TGE RNA interaction inhibition (C. elegans) | Q17339 | purified GLD-1 + fluorescein TGE RNA, fluorescence polarization | inhibition, % at 5.96 µM | 0.44% of 320,000 active | AID 2280;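 active = percent inhibition above a per-plate cutoff, the plate mean of test compounds plus 3 SD, cut at about 30% in these data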;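 also: 0% = DMSO wells with GLD-1 and probe and 100% = wells lacking GLD-1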
# Efflux pump mplx: inhibitors of Candida antifungal efflux pumps expressed in yeast; S. cerevisiae Candida pump triplex, Nile Red efflux; inhibition, % at 10 µM; 0.44% of 330,000 active;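 active = plate passing quality check with inhibition over a set limit, or well fluorescence over plate mean plus 4 SD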;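 also: Nile Red retained in pooled yeast measured as flow cytometry median fluorescence; 0% = buffer negative control and 100% = Enniatin B positive control; higher means more Nile Red kept so more efflux inhibition; some compounds called inactive have numbers as strong as hits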
# Fam108B inh: Fam108B inhibition, counter-screen for RBBP9 inhibitors; 0.33% of 300,000 active; recombinant Fam108B, FP-Rh probe fluorescence polarization; inhibition, % at 9.51 µM;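 active = inhibition above the screen mean inhibition plus 3 SD, computed separately per campaign, cut at about 18% in these data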;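 also: inhibitors lower polarization as less probe binds the enzyme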
# VLA-4 inh: inhibition in a human VLA-4 binding assay. P13612. VLA-4 expressing cells, ligand binding flow cytometry. inhibition, % (about 7 µM as worked out from the volumes in the protocol). 0.2% of 330,000 active. AID 2557; in the data active = inhibition above about 50%
# Numbers without * were called inactive; x = not tested or not shown. Only part of the results is shown; count on the stated rates, not on these rows.
SMILES,PME-1 primary,MCL1-BIM inh,MEX-5 binding,BCLXL inh,GRK2 inh,GLD-1 RNA inh,Efflux pump mplx,Fam108B inh,VLA-4 inh
O=C(NCc1ccc(Cl)cc1)c1ccc2ccccc2n1,-3,-3,1.8,-1,0,5,-0.1,-1,8
O=C(CN(Cc1ccccc1)S(=O)(=O)c1ccc(Br)cc1)N/N=C/c1ccccc1C(=O)O,-3,0,1.2,6,12,8,-0.1,2,21
O=C(O)c1cc(-c2ccc(Cl)cc2)n(-c2ccc(F)cc2)n1,-1,1,-5.2,4,0,1,-0.1,3,-3
c1ccc(-c2nc(N3CCOCC3)c3ccccc3n2)nc1,-10,-3,-0.4,-2,2,4,0.1,-4,8
COc1ccc(CN(C(=O)Cc2cccs2)C(C(=O)NC2CCCC2)c2ccncc2)cc1 (stereo not given),1,4,0.2,3,0,0,0.2,4,13
CCOP(=O)(OCC)C(Nc1ccccn1)c1ccccc1 (stereo not given),2,0,3.0,-1,2,5,-0.3,1,-1
CC(=O)Nc1ccc(S(=O)(=O)N(C)CC(=O)Nc2cccc(S(=O)(=O)N3CCCC3)c2)cc1,4,-23,-2.0,-7,2,-1,0.0,-3,-1
COc1ccc(Nc2cc(Nc3cc(OC)c(OC)c(OC)c3)ncn2)cc1,2,-2,-0.5,4,0,-3,-0.1,3,5
CCOc1ccc(CNC(=O)c2ccc(Sc3ccc(C)cc3)c(NC(C)=O)c2)cc1OC,-1,2,0.9,-2,1,-2,-0.1,1,-6
O=C1NC(=Nc2cccc(O)c2)S/C1=C\c1cccc([N+](=O)[O-])c1,5,6,-9.9,7,0,2,-0.2,5,-24
CCCn1cc(SCC(=O)NCc2ccc3c(c2)OCO3)c2ccccc21,4,-4,3.3,1,0,8,-0.1,-6,-1
COC(=O)CCCC1=CC2=C(c3ccccc3)C(=O)C(C)(OC(=O)C3CCCC3)C(=O)C2=CN1c1ccc(OC)cc1 (stereo not given),3,0,-0.2,6,2,7,-0.1,6,1
Cc1nc2c(=O)oc3ccccc3c2n1-c1ccccc1,-1,0,1.2,-2,4,5,-0.1,-1,6
CCCCC1(C)Nc2ccccc2-c2nc3ccccc3n21 (stereo not given),6,5,3.0,-5,2,-2,0.2,2,-2
Cc1cc(C(=O)CSc2nc(N)cc(=O)[nH]2)c(C)n1-c1ccc(OC(F)F)cc1,4,10,-2.8,6,0,9,0.4,-4,-2
COc1ccc(OC)c(C(=O)NC(CC(N)=O)c2ccc(N3CCCCCC3)c([N+](=O)[O-])c2)c1 (stereo not given),-6,9,2.2,5,0,-5,0.0,2,38
O=C(N/N=C/c1cccc(Cl)c1)C(c1ccncc1)N1CCOCC1 (stereo not given),3,5,1.4,-1,2,8,0.0,1,-9
Cc1nn2c(c1-c1ccccc1)NC1=C(C(=O)CCC1)C2c1ccccc1 (stereo not given),0,-5,-3.1,-4,3,-2,0.1,-3,1
O=C(O)CC1C(=O)NCCN1C/C=C/c1ccccc1 (stereo not given),2,-1,3.4,11,0,6,0.0,3,5
COC(=O)c1c(NC(=O)CCCC(=O)O)sc(C)c1C,-3,2,1.2,3,0,6,-0.1,6,-5
COc1ccc(S(=O)(=O)N2CCN(C(=O)c3ccc4ccccc4n3)CC2)cc1,6,-1,x,-9,4,-1,0.0,x,3
CCC(C(=O)NC1CCCCC1)n1nc(C)c2c(C)n(-c3ccccc3)nc2c1=O (stereo not given),3,-2,-1.7,2,0,-2,0.0,-4,11
Cc1ccc(C2NC(=O)NC(O)(C(F)(F)F)C2C(=O)c2ccccc2)o1 (stereo not given),1,5,0.8,0,3,-3,0.2,-1,-1
CCCCN1CC(O)=C(c2nc3ccccc3s2)C1=N,9,8,1.0,11,0,-2,-0.1,-1,10
CC(C)[C@H](NC(=O)c1ccccc1F)C(=O)NCCc1ccccc1,4,-20,1.3,-4,0,3,-0.3,0,-13
CC(C)(C)c1ccc(S(=O)(=O)n2c(CN3CCOCC3)nc3ccccc32)cc1,-2,6,-0.7,2,0,-2,0.0,-5,5
Cc1cccc(-c2ccc(C=Nc3c(C)n(C)n(-c4ccccc4)c3=O)o2)c1,11,1,0.0,5,1,6,-0.1,3,-19
Cc1ccc2nc(-c3cccc(NC(=O)c4ccc5c(c4)OCCO5)c3)oc2c1,-20,-7,-3.8,-3,1,2,0.1,-25,18
COC(=O)CCC(=O)OC1(C)C(=O)C2=CN(Cc3ccc(OC)cc3)C(c3ccc(OC)cc3)=CC2=C(Br)C1=O (stereo not given),3,6,-7.8,11,10,6,0.1,2,-20
CC1CCN(CC(=O)Nc2cccc(Cl)c2)CC1,-2,17,-0.5,-3,0,-4,-0.5,0,12
O=C(CN1CCc2ccccc21)Nc1ccc2c(c1)OCCCO2,-7,-5,x,1,4,-3,-0.1,x,-1
CC(C)(C)N=C1NN=C(c2ccc(S(=O)(=O)N3CCCCC3)cc2)CS1,1,7,2.9,5,1,-3,0.1,3,-9
Cn1c(=O)c2c(O)c(C=Nc3ccc(F)cc3)c(=O)n(C)c2n(C)c1=O,0,2,-2.0,1,0,-3,0.0,0,0
C/C(=N\NC(N)=S)c1cc(-c2ccccc2)c(-c2ccccc2)s1,-5,7,-1.6,2,2,0,0.0,-7,0
COc1ccc(Nc2nc(-c3ccc4c(c3)NC(=O)CO4)cs2)cc1,17,2,1.5,-1,2,3,-0.1,8,11
Cc1ccc(/C=N/NC(=S)N2CCOCC2)cc1,-5,2,-1.2,2,0,6,0.0,0,8
CCOC(=O)c1ccccc1NC(=S)N1CC(C)CC(C)C1 (stereo not given),5,4,-0.4,2,2,6,0.0,-1,12
Cc1cc(NCCCn2ccnc2)n2nc(C)c(-c3ccc(Cl)cc3)c2n1,7,12,0.1,4,0,3,0.0,11,11
Oc1ccc(C[C@H]2CNCCN2CCc2cccc(F)c2)cc1,1,7,2.8,7,4,6,-0.1,0,34
Cc1cc(C)cc(NC(=O)C2CCN(c3nc(C)cc(C)n3)CC2)c1,-20,4,-3.3,4,0,3,-0.2,-7,-3
CCCS(=O)(=O)N1CCN(C2CCC(C)CC2)CC1 (stereo not given),-3,1,-4.6,2,0,9,-0.1,0,4
Cc1ccc(CN2C(=O)C3CCCN3c3ncccc32)cc1 (stereo not given),-2,2,-0.3,2,0,-3,0.1,-1,3
COc1ccc(NS(=O)(=O)c2cccc3nsnc23)cc1OC,-3,1,-1.8,-5,2,1,0.3,2,6
CCOC(=O)C1(CCCc2ccccc2)CCN(C(=O)CCc2cnccn2)CC1,3,8,-1.5,-1,3,4,0.0,-4,12
c1ccc(-c2csc(NC3=NCCCCC3)n2)cc1,9,6,1.8,6,0,8,0.1,4,-2
OC(c1nnc(-c2ccccc2)o1)c1cccs1 (stereo not given),-1,2,0.9,-2,0,2,0.1,-1,28
O=C(CCSc1ccccc1)Nc1ncccn1,-2,1,2.5,6,4,0,0.1,-3,5
COC(=O)c1ccccc1NC(=O)C1CC(c2ccccc2O)=NO1 (stereo not given),0,3,-0.9,0,0,10,0.0,-7,1

# A portion from further up, as a working copy:
SMILES,PME-1 primary,MCL1-BIM inh,MEX-5 binding,BCLXL inh,GRK2 inh,GLD-1 RNA inh,Efflux pump mplx,Fam108B inh,VLA-4 inh
OC(c1nnc(-c2ccccc2)o1)c1cccs1 (stereo not given),-1,2,0.9,-2,0,2,0.1,-1,28
O=C(CCSc1ccccc1)Nc1ncccn1,-2,1,2.5,6,4,0,0.1,-3,5
COC(=O)c1ccccc1NC(=O)C1CC(c2ccccc2O)=NO1 (stereo not given),0,3,-0.9,0,0,10,0.0,-7,1

# Next records
SMILES,PME-1 primary,MCL1-BIM inh,MEX-5 binding,BCLXL inh,GRK2 inh,GLD-1 RNA inh,Efflux pump mplx,Fam108B inh,VLA-4 inh
CC(C)CN(C(=O)C1CCC1)c1c(N)n(Cc2ccccc2)c(=O)[nH]c1=O,x,x,x,x,1,1,0.1,x,12
CCOc1cc(/C=C2\C(=O)N(c3ccc(C(N)=O)cc3)N=C2C)ccc1OC(=O)c1cccs1,9,2,-5.0,0,0,-3,-0.1,20*,4
CCOC(=O)CNC(=O)c1sc(NC(=O)/C=C/c2ccccc2)nc1C,-4,-2,-1.0,-1,4,2,-0.1,-2,-3
CC(Sc1ccccc1)C(=O)N(CCC#N)Cc1cccnc1 (stereo not given),0,-5,x,3,0,5,0.1,2,4
C[C@]12c3[nH]c4ccccc4c3CCN1C(=O)C(CC(=O)NCCc1ccccn1)C[C@@H]2C(=O)N1CCOCC1 (stereo not given in full),x,x,x,x,81*,2,-0.3,x,24
COC(=O)[C@]1(Cc2ccccc2)N[C@H](CN(C)C(=O)c2ccccc2)[C@@H]2C(=O)N(Cc3ccccc3)C(=O)[C@@H]21,x,x,x,x,0,-1,-0.3,x,12
COc1ccc(C2=NOC(C(=O)Nc3cccnc3)C2)cc1 (stereo not given),2,0,2.4,2,0,6,0.0,-3,2
CCOC(=O)/C(=N\Nc1ccccc1Cl)N1CC(C)OC(C)C1 (stereo not given),3,3,0.7,5,13,-2,0.1,0,3
CC(=O)Nc1ccc(NC(=O)C(C)OC(=O)[C@@H]2CCCN2C(=O)c2cccs2)cc1 (stereo not given in full),x,x,x,x,0,5,-0.2,x,-10
O=C(NC1CC1)C1=C[C@@H](c2ccc3c(c2)OCO3)C[C@@H](OCCCCO)O1,0,4,0.2,10,1,-4,0.0,0,-6
CCOC(=O)C1CCN(C(=O)c2ccccc2NS(=O)(=O)c2cc(C)ccc2C)CC1,-5,6,x,2,0,-4,-7.1,3,-8
CCCCNc1c(-c2ccc(-c3ccc(C(C)=O)cc3)c(OC)c2)nc2cnccn12,5,19,-12,15,0,10,0.2,2,-82
COc1ccc(N2C(=O)CC(N3CCN(C4CCc5ccccc5C4)CC3)C2=O)cc1 (stereo not given),-6,10,-1.9,2,5,2,0.2,-2,8
COc1cc(NC(=O)CCc2nnc3ccc(N4CCOCC4)nn23)cc(OC)c1OC,4,1,-0.1,2,0,-1,-0.1,-2,2
CC(OC(=O)C1=NN(c2ccccc2)C(=O)CC1)C(=O)NC1CCCCC1C (stereo not given),-1,4,x,1,2,2,-0.2,x,6
CCN(Cc1ccc(OC)c(F)c1)C(=O)C1CCCO1 (stereo not given),1,-9,0.9,-5,0,1,-0.1,-3,5
CCc1noc(C)c1C(=O)N1CCN(S(=O)(=O)c2cc(C)ccc2C)CC1,8,-5,0.2,-3,4,1,0.0,1,15
COc1cccc(C(c2sc3nc(C)nn3c2O)N2CCN(c3ccccc3F)CC2)c1 (stereo not given),0,2,-0.3,5,0,-1,0.3,3,-16
COc1ncccc1C(=O)N1CCCC(N2CCN(c3ccc(F)cc3)CC2)C1 (stereo not given),-3,5,3.3,4,0,4,4.4,-1,-5
Cc1ccc(C23CC4CC(CC(C(=O)NN)(C4)C2)C3)cc1,x,x,-0.3,x,0,x,0.0,x,-3
CCOc1ccc(N2C(=O)CC(NC3CCCCNC3=O)C2=O)cc1 (stereo not given),-8,8,-2.5,12,2,-8,-0.1,2,5
COc1ccccc1C(=O)COC(=O)c1cccs1,x,x,x,x,3,0,0.2,x,-4
O=C1C=C(c2ccccc2)CC(c2cccs2)C1n1cnc([N+](=O)[O-])c1 (stereo not given),8,5,2.1,10,2,4,0.0,8,4
OCCC1CN(Cc2nc(-c3ccccc3)cs2)CCN1CCc1ccccc1 (stereo not given),3,0,6.3,0,0,-3,0.1,1,21

# Assay outcomes (PubChem)
